Source: PubChem BioAssay (National Center for Advancing Translational Sciences (NCATS))
ALOX12 inh – blocks human arachidonate 12S-lipoxygenase; P18054; hit rate 1.1% among 580,000; Potency, µM (highest dose often 108 µM), without a hit: top-dose activity change, negative = inhibition, actives largely listed as inhibitors; purified 12hLO, xylenol orange hydroperoxide absorbance; note: % is set by controls: 0 for no effect and ±100 for the full control effect
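Purified human 12hLO at 150 nM in 25 mM Hepes, 0.01% Triton X-100, pH 7.0, preincubated 15 min at room temperature with compound. Reaction started with 40 uM arachidonic acid, 30 min at room temperature. Hydroperoxide measured by Fe-xylenol orange, 573/405 nm absorbance ratio.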
IDH1 R132H inh – inhibitors of human mutant IDH1 R132H. O75874. IDH1-R132H enzyme, NADPH consumption, diaphorase/resazurin fluorescence. Potency, µM (highest dose often 76.6 µM), for inactives: top-dose activity change, negative = inhibition, actives largely listed as inhibitors. hit rate 0.093% among 390,000; note: % is set by controls: 0 for no effect and ±100 for the full control effect; nearly all actives have a fitted effect of over 65% in size
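IDH1-R132H (0.5 ug/mL) preincubated 30 min with compound, then NADPH (0.016 mM) and alpha-KG (2 mM) added; 80 min at RT, pH 7.5. Remaining NADPH coupled via diaphorase/resazurin to fluorescence (540/590 nm); concentration-response curves normalized to no-enzyme control.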
RXFP1 ag – agonists of human relaxin receptor RXFP1 | AID 2676 | Potency, µM (top dose mostly 57.5 µM), inactives show top-dose activation, hits mostly activators | hit rate 0.3% among 370,000 | Q9HBX9 | HEK293T-RXFP1 cAMP TR-FRET, 30 min; response scale: percent of porcine relaxin response, buffer zero; note: % is set by controls: 0 for no effect and ±100 for the full control effect; nearly all actives have a fitted effect of over 60% in size; many of its hits are not listed in these tables
Target sequence (Q9HBX9 whole entry, looked up): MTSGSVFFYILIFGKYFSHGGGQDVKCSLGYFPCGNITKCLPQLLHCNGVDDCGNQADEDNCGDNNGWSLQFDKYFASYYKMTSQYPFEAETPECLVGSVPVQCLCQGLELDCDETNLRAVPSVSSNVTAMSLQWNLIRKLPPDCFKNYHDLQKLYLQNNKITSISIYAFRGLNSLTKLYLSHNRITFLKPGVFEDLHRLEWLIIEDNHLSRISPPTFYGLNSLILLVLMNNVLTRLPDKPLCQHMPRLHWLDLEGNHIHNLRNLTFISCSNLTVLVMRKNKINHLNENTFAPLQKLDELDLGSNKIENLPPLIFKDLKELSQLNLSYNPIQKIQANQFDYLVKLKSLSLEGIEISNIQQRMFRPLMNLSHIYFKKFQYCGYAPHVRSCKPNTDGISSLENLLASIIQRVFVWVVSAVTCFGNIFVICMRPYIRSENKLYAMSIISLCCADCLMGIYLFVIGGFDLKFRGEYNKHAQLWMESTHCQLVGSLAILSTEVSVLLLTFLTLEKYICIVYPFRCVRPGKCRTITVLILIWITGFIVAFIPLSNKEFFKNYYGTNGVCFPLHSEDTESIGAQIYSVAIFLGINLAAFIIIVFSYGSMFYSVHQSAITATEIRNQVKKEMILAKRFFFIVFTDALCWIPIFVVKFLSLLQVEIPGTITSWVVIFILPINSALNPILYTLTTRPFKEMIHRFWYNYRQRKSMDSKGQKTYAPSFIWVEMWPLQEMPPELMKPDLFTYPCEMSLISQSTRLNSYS
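HEK293 cells stably expressing RXFP1, treated 30 min at 37C with compounds plus PDE4 inhibitor Ro 20174; cAMP measured by HTRF TR-FRET. Normalized to buffer and 29 nM porcine relaxin; EC50 by Hill fit.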
Vif-APOBEC3G blk – inhibitors of Vif-APOBEC3G interaction; Q9HC16; HeLa A3G-eYFP + Vif (tagged APOBEC3G with the HIV-1 protein that degrades it), YFP fluorescence, overnight; Potency, µM (doses to about 46.1 µM), without a hit: top-dose activity, negative = active, usual class: inhibitors; hit rate 0.076% among 410,000;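 note: % is set by controls: 0 for no effect and ±100 for the full control effect; nearly all actives have a fitted effect of over 60% in size; hits raise eYFP signal because A3G escapes Vif-driven loss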
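Read-out is eYFP fluorescence (Ex 488/Em 500-530) from Vif-expressing HeLa A3G-eYFP cells; more signal means A3G escaped Vif-mediated degradation. Cells plated overnight, compound pinned in, incubated overnight at 37 deg C.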
RGS4 inhibitor – human RGS4 inhibition | hit rate 0.039% among 390,000 | Potency, µM (titrated, usually from 114 µM), without a hit: at the highest dose activity change, negative = inhibition, usual class: inhibitors | P49798 | Transcreener GDP fluorescence polarization, RGS4-accelerated GTP hydrolysis; note: % is set by controls: 0 for no effect and ±100 for the full control effect; nearly all actives have a fitted effect of over 75% in size; some results filed as inactive show a strong effect at the top dose
Target sequence (P49798 whole entry, looked up): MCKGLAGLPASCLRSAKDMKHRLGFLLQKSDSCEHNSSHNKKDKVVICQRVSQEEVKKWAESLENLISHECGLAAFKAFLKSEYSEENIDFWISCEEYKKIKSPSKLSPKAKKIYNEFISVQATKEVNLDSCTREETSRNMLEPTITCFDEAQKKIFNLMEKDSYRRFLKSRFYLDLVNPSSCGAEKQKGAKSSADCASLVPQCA
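MLSMR compounds (23 nl, pin-transferred) preincubated 10 min at room temperature with a 500nM (2x) first reagent, then RGS4 at 900nM (2x) plus Transcreener GDP mix added; fluorescence polarization (620/688 nm) read before and after 90 min at 30 °C.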
USP1-UAF1 inh – USP1/UAF1 (human) deubiquitinase inhibition; O94782; hit rate 0.23% among 390,000; recombinant USP1/UAF1, Ub-Rhodamine cleavage fluorescence; Potency, µM (highest dose often 57.1 µM), for inactives: top-dose activity change, negative = inhibition, most hits filed as inhibitors; note: % is set by controls: 0 for no effect and ±100 for the full control effect; nearly all actives have a fitted effect of over 60% in size; inactives centre near -12
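USP1/UAF1 complex (1 nM) preincubated 15 min at room temperature with compound, then Ub-Rho substrate (150 nM final) added. Kinetic fluorescence at 480/540 nm over 6 reads at 60 s intervals; 50 mM HEPES pH 7.8, 0.5 mM EDTA, 0.1 mg/ml BSA, 1 mM TCEP, 0.01% Tween-20.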
TrxR1 inh – inhibitors of rat thioredoxin reductase 1; Potency, µM (top dose mostly 114 µM), inactives show at the top dose activity change, negative = inhibition, hits mostly inhibitors; O89049; AID 588453; hit rate 1% among 390,000; recombinant rTrxR1, NADPH fluorescence consumption, selenite substrate; note: % is set by controls: 0 for no effect and ±100 for the full control effect; nearly all actives have a fitted effect of over 65% in size
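Rat TrxR1 (90 nM in the dispensed reagent) was pre-reduced with 400 uM NADPH for 5 min at room temperature, then incubated with compound for 15 min. After 400 uM selenite was added, NADPH fluorescence (Ex 340/Em 450 nm) was followed for 8 min.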
TrxR1 substrate – rat thioredoxin reductase 1 substrate activity; hit rate 0.01% among 390,000; O89049; purified TrxR1 substrate turnover, NADPH consumption readout; Potency, µM (doses to about 114 µM), without a hit: at the highest dose activity change, negative = substrate turnover; note: % is set by controls: 0 for no effect and ±100 for the full control effect; nearly all actives have a fitted effect of over 50% in size
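Rat TrxR1, dispensed at 90 nM, was prereduced with 400 uM NADPH (final) for 5 min at ~22 deg C, then incubated with compound 15 min before 400 uM selenite. A first-read NADPH fluorescence drop versus no-compound background flagged substrates.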
Vif-A3F inh – inhibitors of Vif-A3F interaction | Potency, µM (titrated, usually from 46.1 µM), inactives show top-dose activity, negative = active | hit rate 0.2% among 390,000 | HeLa A3F-eYFP + Vif (tagged APOBEC3F with the HIV-1 protein that degrades it), YFP fluorescence increase | AID 602313; note: % of control where 0% means no effect; nearly all actives have a fitted effect of over 65% in size
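HeLa cells stably expressing Vif plus C-terminally eYFP-tagged A3F were seeded, incubated overnight at 37 deg C, dosed with compound, incubated overnight again at 37 deg C. Yellow fluorescence (Ex 488/Em 500-530) reported blocked Vif-mediated A3F-eYFP degradation.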
Active calls of the source: *; ? = inconclusive; · = not tested or not shown; [ ] = remark or other dose. Calls come from the whole dose curve; as a rule, active = well fitted curve in the direction sought with a large enough effect; inconclusive = small, poorly fitted or top-dose-only effect, or another doubt; inactive = no such curve, though single readings can be large; an effect the other way counts as inactive or inconclusive. Potency is the fitted concentration of half-maximal effect.

SMILES	ALOX12 inh	IDH1 R132H inh	RXFP1 ag	Vif-APOBEC3G blk	RGS4 inhibitor	USP1-UAF1 inh	TrxR1 inh	TrxR1 substrate	Vif-A3F inh
COC(=O)c1c(C)sc(-c2c(-c3ccc(F)cc3)[nH]c3[nH]c(=O)[nH]c(=O)c23)c1O	44.7µM*	·	-4.0%	·	-21.8%	-12.1%	-11.4%	-10.2%	·
CC(=O)Nc1ccc(N2C(C(C)=O)=NN(c3ccccc3)C2c2cccs2)cc1 (stereo not given)	17.9%	-1.6%	-2.8%	2.1%	6.1%	-20.2%	10.4%	2.6%	-3.4%
O=C(CN1C2=NCCCN2c2ccccc21)c1cccs1	73.1%[activator]	0.0%	0.0%	-1.5%	?	2.2%	4.0%[57.1 µM]	5.6%[57.1 µM]	1.7%
CC1Cc2cc(/C(O)=C3/C(=O)C(=O)N(Cc4cccnc4)C3c3cccc(O)c3)ccc2O1 (stereo not given)	-23.1%	6.4%	26.1%	0.0%	-14.0%	-17.9%	19.7%	37.8%[activator]	-1.7%
CN(C)c1ccc(NC(=O)N2CCOCC2)cc1	0.0%	14.3%	-0.2%	1.5%	?	-9.7%	-14.0%	-12.6%	-4.5%
Cc1ccc2sc(N(Cc3cccnc3)C(=O)CCOc3ccccc3)nc2c1C	-27.1%	3.5%	0.2%	-6.8%	?	-1.8%	?	7.7%[57.1 µM]	-3.5%
CCOC(=O)C1CCN(c2c(N3CCCC(C(=O)OCC)C3)c(=O)c2=O)CC1 (stereo not given)	5.3%	-3.6%	7.0%	0.3%	3.5%	-19.7%	5.8%	-5.2%	-3.3%
CCn1cc(/C=C/C(=O)Nc2c(C)nn(Cc3ccccc3)c2C)cn1	-2.0%	3.9%	0.3%	-0.9%	1.5%	-22.2%	-7.0%	-6.6%	-18.6%
O=C(Nc1cccnc1Cl)c1cc(-c2ccc(Br)cc2)on1	-4.7%	5.7%	5.1%	0.4%	-27.7%	-16.0%	17.5%[57.1 µM]	8.7%[57.1 µM]	5.0%
Cc1ccc(C)c(S(=O)(=O)NCc2ccc(C(=O)NCc3ccco3)cc2)c1	-28.3%	4.8%	1.4%	1.5%	1.0%[11.4 µM]	-18.3%	?	-8.4%	-2.6%
O=C(CCCSc1ccc(Cl)cc1)Nc1ccccc1O	·	0.0%	-2.5%	0.2%	7.4%	-26.8%	6.0%	-9.2%	5.7%
Cc1ccc(SCC(=O)NCC(C)C)cc1	-19.7%	10.1%	-1.0%	-1.9%	-7.6%	-13.0%	-14.2%	-6.7%	·
Cc1cc(O)ccc1C1(c2ccc(O)cc2C)OC(=O)c2ccccc21	?	?	0.4%	-16.9%	?	-23.7%	12.3%[57.1 µM]	6.5%[57.1 µM]	-13.5%
COc1cccc(/C=C2\SC(N)=NC2=O)c1OS(=O)(=O)c1ccccc1	-14.7%	-4.4%	0.0%	0.3%	-15.6%	-7.7%	10.9%	1.3%	-7.7%
Nc1cccc(CCc2ccncc2)c1	0.0%	0.0%	-3.8%	2.0%	-13.4%	-26.1%	10.8%	1.2%	-7.1%
CCOc1ccc(CCNC(=O)c2ccc(C)c(-n3c(C)nc4cccnc43)c2)cc1OCC	-2.7%	21.6%	0.5%	0.4%	5.9%	-7.3%	13.6%	-1.8%	-1.0%
CNC(=O)c1ccc2nc(-c3ccccc3)c(-c3ccccc3)nc2c1	·	·	·	0.3%	22.6%	·	10.7%	46.4%[activator]	·
Cc1cccc(-c2noc(CCC(=O)NCc3ccco3)n2)c1	-14.2%	-0.2%	1.8%	2.9%	-4.4%	-7.7%	9.1%	-5.6%[57.1 µM]	-9.0%
O=C(NC(Cc1ccccc1)C(=O)O)/C(=C/c1ccc([N+](=O)[O-])cc1)NC(=O)c1ccccc1Br (stereo not given)	-10.3%	5.0%	0.8%	1.2%	4.8%	-9.7%	11.1%	5.1%	0.8%
CN(CC(=O)Nc1ccc(Cl)cc1)C(=O)c1ccc(NS(=O)(=O)c2ccc3[nH]c(=O)[nH]c3c2)cc1	-12.5%	0.4%	1.9%	1.1%	-26.7%	1.5%	18.0%	2.0%	-21.4%
CC(=O)c1ccc(NC(=O)Nc2ncn(Cc3cccc(C)c3)n2)cc1	-16.2%	3.3%	2.5%	-10.0%	10.4%	?	18.2%	2.2%	-4.9%
Cc1cc(SCC#N)n2nc(C)c(-c3ccccc3)c2n1	-18.6%	1.3%	1.5%	-6.1%	-17.9%	-14.9%	-5.0%	-5.1%	-5.6%
CCCCCC1C(=O)C[C@@H]2CCN3C(=O)CCC[C@H]1[C@H]23 (stereo not given in full)	?	0.6%[38.3 µM]	·	1.7%	14.5%	-2.8%	-5.2%	-5.4%	-0.5%
O=C(COC(=O)CCSc1ccc(Cl)cc1)NCc1ccc(Cl)cc1	-20.4%	0.6%	1.2%	-7.2%	4.8%	?	38.1%[activator]	4.0%	-22.3%
COc1ccc(N(C(=O)c2snc(C(N)=O)c2N)C(C(=O)NC2CCCCC2)c2ccc(F)cc2)c(OC)c1 (stereo not given)	?	-4.4%	1.0%	-28.5%	-13.5%	-16.1%	8.0%	24.4%	-3.2%
CCOC(=O)N1CCN(C(=O)CN(c2ccccc2)S(C)(=O)=O)CC1	0.3%	-0.5%	1.1%	0.2%	-12.2%	-5.2%	7.9%[57.1 µM]	6.2%	11.4%
COc1ccc(C(C)(C)C)cc1NC(=O)c1[nH]c(C)c(C(C)=O)c1C	?	0.0%	-0.9%	-7.4%	13.4%	-23.4%	3.6%	-8.3%	1.6%
COc1cccc(NC(=O)CSc2nnc(C3CCCCC3)n2N)c1	9.5%	-8.4%	·	0.1%	0.3%	-8.0%	9.2%	-4.8%	1.7%
Cc1ccc2c(CC(=O)NCC(=O)Nc3c(C)cccc3C)coc2c1	?	4.2%	1.6%	-4.3%	18.0%	-0.2%	-8.1%	-7.8%	0.2%
COc1cc(OC)c(OC)cc1/C=N/NC(=O)c1cccc(S(=O)(=O)N2CCOCC2)c1	3.9%	-8.1%	2.3%	2.3%	-31.8%	-9.0%	-3.8%	-6.4%	-6.8%
CC(OCC(O)CN(C)CCOc1ccccc1)c1ccc(Cl)cc1 (stereo not given)	?	3.4%	-0.3%	2.6%	-31.5%	-15.9%	24.2%	4.2%	4.2%
COc1cc(-n2ccnc2SC)c(Cl)cc1Cl	0.0%	1.6%	3.5%	-7.8%	-50.3%[11.4 µM]	-19.0%	29.0%[57.1 µM]	2.6%[57.1 µM]	-7.9%
Cc1ccccc1CSCCNC(=S)Nc1ccccc1	?	8.0%	0.5%	4.3%	17.0%	-4.9%	12.3%[57.1 µM]	5.1%[57.1 µM]	?
COC(=O)c1sc(N)c(C(=O)OC)c1CSc1nc2sc3c(c2c(=O)n1C)CCC3	0.0%	-2.0%	0.1%	-11.2%	-21.3%[56.9 µM]	-21.3%	1.0%	-0.6%	-2.3%
Cc1ccc(N(C)C(=O)Cn2cnc3onc(-c4ccc(F)cc4)c3c2=O)cc1C	-27.4%	-5.2%	-2.9%	-4.1%	19.1%	-18.9%	24.1%	-7.7%	5.7%
CCCSc1nc(C)cc(C)c1S(C)(=O)=O	23.4%	12.5%	2.8%	-0.9%	-12.3%	-19.5%	24.3%	5.1%	2.5%
CC(CNC(=O)c1cncc(O)c1)NC(=O)c1cncc(O)c1 (stereo not given)	?	0.9%	4.6%	-0.1%	-12.8%	-7.0%	6.0%	10.7%	-10.6%
CCOc1ccc(-n2c(Cc3ccccc3)nnc2SCc2nc(-c3ccccc3C)no2)cc1	-22.7%	22.4%	-1.0%	0.3%	5.4%	-14.7%	0.8%	-10.9%	-2.4%
CC(=O)NC1=C(C#N)C(c2ccccc2)c2c(ccc3ccccc23)O1 (stereo not given)	-21.8%	5.4%	1.1%	-20.4%	0.8%	-2.8%	12.0%	-5.8%	·
CC(=O)Nc1ccc(S(=O)(=O)NCCC(=O)NNC(=O)c2ccncc2)cc1	-0.4%	-6.0%	0.9%	-0.2%	-4.7%	-10.0%	5.9%	-6.0%[57.1 µM]	-1.7%
Cc1ccc(NC(=O)CN2C(=O)c3cccnc3Oc3ccc(Cl)cc32)cc1	?	-12.5%	0.4%	-2.0%	-12.5%	-25.5%	10.9%	-3.4%	1.6%
O=C(NCCC1=CCCCC1)C1CCN(S(=O)(=O)c2ccccc2C(F)(F)F)CC1	-5.7%	2.2%	0.0%	-2.0%	-6.3%	-18.0%	-2.1%	-3.3%	-1.6%

2 successive compounds already listed, quoted:
SMILES	ALOX12 inh	IDH1 R132H inh	RXFP1 ag	Vif-APOBEC3G blk	RGS4 inhibitor	USP1-UAF1 inh	TrxR1 inh	TrxR1 substrate	Vif-A3F inh
Cc1ccc(N(C)C(=O)Cn2cnc3onc(-c4ccc(F)cc4)c3c2=O)cc1C	-27.4%	-5.2%	-2.9%	-4.1%	19.1%	-18.9%	24.1%	-7.7%	5.7%
CCCSc1nc(C)cc(C)c1S(C)(=O)=O	23.4%	12.5%	2.8%	-0.9%	-12.3%	-19.5%	24.3%	5.1%	2.5%

A portion of the library; the hit share may differ from the screen's.
